ARNT-TACC3 inh: disruptors of human ARNT/TACC3 interaction. Q9Y6A5. AlphaScreen His-ARNT PAS-B/GST-TACC3 binding, luminescence; TACC3 fragment carries E629A point mutation. inhibition, % at 9.99 µM. hit rate 0.66% among 390,000;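 active = mean inhibition of replicates at least 50% and at least half of replicates each reaching 50%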;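 note: 0% = complete ARNT plus TACC3 wells and 100% = ARNT alone without TACC3; many hits fall short of the cut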
Numbers without * were called inactive. This is a subset; count on the stated rates, not on these rows.

ARNT-TACC3 inh | molecule
7 | Cc1nnc(Sc2cc(C(=O)NCCCN(C)Cc3ccccc3)c3ccccc3n2)s1
-3 | O=C(Nc1cccc(-c2csc(-c3ccccc3)n2)c1)c1cccs1
12 | Cn1cc(C(=O)c2ccc(Cl)cc2Cl)cc1C(=O)N/N=C(\N)COc1ccc(F)cc1
-4 | CS(=O)(=O)c1ccc(C(=O)NC2CCCc3ccccc32)cc1 (centres undefined)
-4 | Cc1ccc(C(=O)N/N=C2\SCC(=O)N2c2cc(C)ccc2C)cc1
21 | Cc1onc(-c2ccccc2)c1C(=O)NC(=S)NNC(=O)c1ccc(O)cc1
-18 | O=C(COC(=O)c1ccc(N2CCOCC2)c([N+](=O)[O-])c1)Nc1ccc2c(c1)OCO2
1 | Nc1c(C(=O)C2CC2)sc2nc(-c3cccs3)cc(C(F)(F)F)c12
3 | CCN(CC)S(=O)(=O)c1cccc(-c2n[nH]c(=S)n2/N=C/c2ccc(C(=O)OC)cc2)c1
-1 | N#C/C(=C\c1cccc([N+](=O)[O-])c1)c1nnc2n1CCCCC2
-1 | CN1CCCCc2c1[nH]c1ccccc1c2=O
-2 | CCNC(=S)N/N=C/c1sc(N2CCCCC2)nc1-c1cccs1
-3 | O=C(NCc1cccs1)C1CCCN1C(=O)NC1CCCCC1 (centres undefined)
-16 | O=C(O)C1CCCCN1S(=O)(=O)c1cccc2nsnc12 (centres undefined)
-2 | COc1ccc(C2=CC(=O)OC(C)(c3ccccc3)O2)cc1 (centres undefined)
4 | O=S(=O)(NCc1ccccc1Br)c1cccs1
-19 | Cc1nc(/C=C/c2ccccc2)[nH]c(=O)c1-c1ccccc1
-12 | COc1ccc(-n2nc3ccc(NS(C)(=O)=O)cc3n2)cc1Cl
14 | CCOc1cc(NC(=S)NCCCN(C)C)c(OCC)cc1NC(=O)c1cccs1
12 | COc1ccc(CCN2C(=O)c3[nH]nc(-c4ccccc4O)c3C2c2cccc(O)c2)cc1OC (centres undefined)
3 | Cc1ccc(Oc2nc(C(F)(F)F)nc3ccccc23)cc1
-18 | COC(=O)c1cccc(NC(=O)NC2CCCN2S(=O)(=O)c2ccc(Cl)cc2)c1 (centres undefined)
3 | C/C(=N\NC(=S)NCCc1ccccc1)c1cccs1
-4 | Cc1ccc2nc(N/C(N)=N/S(=O)(=O)c3ccc([N+](=O)[O-])cc3)nc(C)c2c1
-1 | CCOc1cc(/C=N/NC(=O)c2nn(C)cc2Br)ccc1OCc1ccccc1Cl
1 | O=S(=O)(/C(=C\c1ccc(C(F)(F)F)cc1)c1nc2ccccc2[nH]1)c1ccccc1
-1 | Cc1cccc(NC(=S)NCCO)c1C
-2 | Cc1nc(CCNC(=O)CC2C(=O)NCCN2Cc2ccoc2)nc2c1CCCC2 (centres undefined)
-9 | O=C(NNc1ccc([N+](=O)[O-])cc1)C1CC1c1ccccc1 (centres undefined)
33 | COc1ccccc1NC1=C(N2CCCCC2)C(=O)c2ccccc2C1=O
-3 | O=C(COC(=O)C1(c2ccc(F)cc2)CCCC1)N1CCN(C(=O)c2ccco2)CC1
4 | O=C(NCc1ccccc1)c1ccc(-c2ccc(F)cc2)o1
-16 | O=C(CSc1n[nH]c(-c2ccccc2O)n1)N1CCCc2ccccc21
-1 | CCCCCCC(=O)N/N=C/c1ccc(Br)cc1
5 | CC1(c2ccccc2)CC(C)(C)N2C(=O)/C(=C3\SC(=S)NC3=O)c3cccc1c32 (centres undefined)
-7 | COc1ccc(S(=O)(=O)N2CCCCCC2)cc1N(C)S(=O)(=O)c1ccccc1
6 | Cn1cnnc1SCC(=O)N1N=C2/C(=C/c3ccco3)CCCC2C1c1ccco1 (centres undefined)
-7 | O=C(CCc1nc2ccccc2s1)Nc1ccccc1
4 | COC(=O)c1ccc(/C=N/NC(=O)c2ccccc2Cl)cc1
0 | CCNC(=S)NNC(=O)c1cc(-c2cccc(OC)c2)nc2ccccc12
9 | CCN(CC(=O)NC(c1ccccc1)c1ccccc1)Cc1nc2ccccc2c(=O)[nH]1
15 | Cc1cnnc2ccc3c(no[n+]3[O-])c12
-3 | CCc1nc(SCC(=O)Nc2nccs2)c2oc3ccccc3c2n1
-2 | O=C1c2ccccc2C(=O)N1CCCCON1C(=O)c2ccccc2C1=O
-5 | CCCOc1ccc(-c2c(C(=O)N/N=C/c3ccc(OC)cc3)nnn2-c2nonc2N)cc1
-3 | O=C(NC1CCCCCC1)C1CCC(CNS(=O)(=O)c2ccc(Br)s2)CC1 (centres undefined)
1 | O=C(COc1cccc(NC(=O)c2cccc([N+](=O)[O-])c2)c1)c1ccc(F)cc1
11 | COc1cc2ccccc2cc1C(=O)Nc1ccccc1N1CCN(S(C)(=O)=O)CC1
-6 | O=C1CCC/C1=c1\s/c(=C\c2cccnc2)c(=O)n1-c1ccccc1
-5 | Cc1c(NC(=O)/C(C#N)=C/c2c(Oc3ccccc3)nc3ccccn3c2=O)c(=O)n(-c2ccccc2)n1C
7 | N#CC1=C(N)C(C#N)(C#N)[C@H](c2ccoc2)[C@H]2CN(Cc3ccccc3)CC=C12
2 | Cc1cc(C)cc(N(CC(=O)Nc2ccccc2C(=O)N2CCOCC2)S(C)(=O)=O)c1
-4 | CCOC(=O)N1CCN(C(=O)C2CCN(S(=O)(=O)N3CCCC3)CC2)CC1
0 | CN1C(=O)/C(=C/c2ccco2)SC1=Nc1cccc(C(=O)O)c1
-11 | O=S(=O)(c1ccc(Cl)nc1)N1CCCc2ccccc21
15 | Cc1ccccc1-c1ccc(Nc2ccc(N3CCOCC3)cc2)nn1
-4 | CCOC(=O)c1cc2sccc2n1CC(=O)N1c2ccccc2CC1C (centres undefined)
0 | CCOC(=O)c1nnn(-c2nonc2N)c1-c1ccc(OC)cc1
-5 | Cc1cccc(Nc2nc(N)nc(CSC(=S)N3CCOCC3)n2)c1
1 | COc1ccc(/C=N/Nc2nc(Nc3ccccc3)nc(N3CCCCC3)n2)c(OC)c1

Further results
ARNT-TACC3 inh | molecule
-4 | COc1ccc2c(C)cc(SCn3nnc4ccccc4c3=O)nc2c1
1 | CC(C)(C)C1CCc2c(C(=O)NNC(=O)CCC(=O)O)csc2C1 (centres undefined)
-4 | CC1=C(C)/C(=N/OC(=O)c2cccc([N+](=O)[O-])c2)C=CC1=O
-4 | CC(C)CCC(CC(C)O)c1n[nH]c(=S)n1-c1ccccc1 (centres undefined)
30 | CCN(CC)S(=O)(=O)c1ccc(C(=O)Oc2coc(CSc3nc(C)cc(C)n3)cc2=O)cc1
8 | CC(C(=O)Nc1ccc2c(c1)OCO2)c1ccc([N+](=O)[O-])cc1 (centres undefined)
-6 | Cc1cccc(C(=O)Nc2ccccc2SCC(=O)Nc2ccc(C)c(Cl)c2)c1
1 | O=C(N=C1c2ccccc2CN1c1ccccc1)c1cccc([N+](=O)[O-])c1
3 | CC(=O)N1C2CCCCC2S[C@H]2CCCCC21 (some centres undefined)
2 | CCCNC(=S)Nc1cccc(C(F)(F)F)c1
5 | O=C(Nc1nc(-c2cccc([N+](=O)[O-])c2)cs1)C(c1ccccc1)c1ccccc1
-13 | CCC(C)[C@H](NC(=O)Nc1cccc(Br)c1)C(=O)OC (some centres undefined)
-6 | Cc1cccc(C)c1NC(=O)C(c1ccccc1)N1CCN(C(=O)c2ccco2)CC1 (centres undefined)
2 | COc1ccc(/C=C2\SC(=O)N(CCC(=O)Nc3ccc(S(=O)(=O)Nc4nccs4)cc3)C2=O)cc1
-6 | CS(=O)(=O)c1cnc(-c2ccccc2)nc1Oc1ccc(F)cc1

Some of the entries so far, as labelled records:
CC(C)CCC(CC(C)O)c1n[nH]c(=S)n1-c1ccccc1 (centres undefined)
  ARNT-TACC3 inh = -4
CCC(C)[C@H](NC(=O)Nc1cccc(Br)c1)C(=O)OC (some centres undefined)
  ARNT-TACC3 inh = -13
COc1ccc2c(C)cc(SCn3nnc4ccccc4c3=O)nc2c1
  ARNT-TACC3 inh = -4
COc1ccc(/C=C2\SC(=O)N(CCC(=O)Nc3ccc(S(=O)(=O)Nc4nccs4)cc3)C2=O)cc1
  ARNT-TACC3 inh = 2

More entries:
ARNT-TACC3 inh | molecule
-31 | COc1cccc(/C=N/NC(=O)c2ccccc2N(Cc2ccccc2)S(=O)(=O)c2ccccc2)c1OC
-42 | O=C(CN1C(=O)NC2(CCCCC2)C1=O)Nc1ccccc1Cl
4 | Cc1nc(Nc2nc(CSc3ccc(Cl)cc3)cc(=O)[nH]2)nc2ccccc12
5 | CCN(CC)C(=O)/C(=C\c1ccc2c(c1)OCO2)NC(=O)c1ccc(Br)cc1
11 | O=C(Nc1ccc2c(c1)OCO2)C1CCN(Cc2cnn(-c3ccccc3)c2-n2cccc2)CC1
-35 | Cc1ccc(OC(=O)c2cccc(C(=O)Oc3ccc(C)cc3)n2)cc1
-3 | Cn1nnnc1SCCNCc1ccccc1OCc1ccccc1
23 | CCOC(=O)c1nn(-c2ccc(F)cc2)c2nc(Nc3ccccc3)cc(=O)n12
-2 | CCOc1cc(-c2nc(-c3ccc(OC)cc3)no2)cc(OCC)c1OCC
-9 | CCOC(=O)Cc1csc(SCn2nnc3ccccc3c2=O)n1
-7 | O=c1[nH]c2ccccc2nc1/C=C(\O)c1cccs1
0 | O=C(Nc1ccc(-c2nc3ccc(NC(=O)c4cccs4)cc3[nH]2)cc1)c1cccs1
-23 | CCCc1cc(N2CCCC(C(=O)Nc3cc(Cl)ccc3OC)C2)n2ncnc2n1 (centres undefined)
-15 | Cc1ccc(S(=O)(=O)CCC(=O)Nc2nccs2)cc1
0 | COCCNC(=O)Cn1nc(-c2ccccc2OC)ccc1=O
-12 | O=C(CSc1nnnn1-c1cccc2c1CCCC2)NC1CCCC1
-5 | c1ccc(OCCSc2nc3ccccc3[nH]2)cc1
-5 | COC(=O)C(C)Sc1nc2c([nH]c3ccccc32)c(=O)n1C (centres undefined)
-23 | Cc1ccc(-c2cc(C(=O)Nc3ccc(S(=O)(=O)Nc4nc(C)cc(C)n4)cc3)c3ccccc3n2)cc1
-2 | CC(C)=CC(=O)Nc1nc2ccc([N+](=O)[O-])cc2s1
9 | CC(C)COP(=O)(OCC(C)C)C(Nc1ccccc1)c1ccc2c(c1)OCO2 (centres undefined)
6 | COC(=O)c1sc(C(=O)OC)c(C(=O)OC)c1C(=O)OC
-2 | COC(=O)c1ccc(NC(=O)Cn2nc(SC)n(N)c2=S)cc1
-4 | Cc1ccc(C2CC(=O)Nc3cc4c(cc32)OCO4)o1 (centres undefined)
-2 | CCCCc1ccc(NC(=O)CC(C)(C)C)cc1
-3 | Cc1c(NS(=O)(=O)c2cc(Br)cc3c2N(C(=O)C2CC2)CC3)c(=O)n(-c2ccccc2)n1C
0 | CC(C)N1C(=O)CC2(CC[N+](C)(CCOC(=O)C(c3ccccc3)c3ccccc3)CC2)C1=O (centres undefined)
2 | Cc1ccc(S(=O)(=O)NC2c3cccc4cccc(c34)C2Sc2ncccn2)cc1 (centres undefined)
1 | COc1cccc(C(=O)N2CCN(CCCc3ccccc3)CC2)c1OC
0 | Cc1cccc(C)c1OCc1nc2ccccc2c(=O)n1/N=C/c1ccc(OCC(=O)O)cc1

Some of these compounds in order of the ARNT-TACC3 inh value, high to low:
| molecule | ARNT-TACC3 inh |
| --- | --- |
| CC(C)COP(=O)(OCC(C)C)C(Nc1ccccc1)c1ccc2c(c1)OCO2 (centres undefined) | 9 |
| Cc1cccc(C)c1OCc1nc2ccccc2c(=O)n1/N=C/c1ccc(OCC(=O)O)cc1 | 0 |
| CCCCc1ccc(NC(=O)CC(C)(C)C)cc1 | -2 |
| COC(=O)C(C)Sc1nc2c([nH]c3ccccc32)c(=O)n1C (centres undefined) | -5 |
| Cc1ccc(-c2cc(C(=O)Nc3ccc(S(=O)(=O)Nc4nc(C)cc(C)n4)cc3)c3ccccc3n2)cc1 | -23 |

(continued)
ARNT-TACC3 inh | molecule
-6 | Cc1c(Cl)cccc1Nc1nc(N)nc(CSCCO)n1
-3 | O=C(NC1CCCC1)C(c1ccncc1)N(Cc1ccccc1)C(=O)c1ccc(-c2ccccc2)[nH]1 (centres undefined)
-4 | COc1cc(/C=N/n2nnnc2N)ccc1OCc1c(C)no[n+]1[O-]
-8 | CC(C)N(C(=O)COC(=O)[C@@H]1CC(O)CN1S(=O)(=O)c1ccccc1[N+](=O)[O-])C(C)C (some centres undefined)
-1 | Cc1ccc(-c2nnn(CC(=O)N(CC(=O)NCC3CCCO3)c3ccc(F)c(Cl)c3)n2)o1 (centres undefined)
-4 | O=C(Nc1ccc(S(=O)(=O)N2CCCC2)cc1)c1ccc(CN2CCc3ccccc3C2)cc1
-5 | Cc1ccc(-n2cnc(=O)c3cccnc32)cc1
-6 | Cc1cccc(C)c1NC(=O)C1(NC(=O)C2CCC(=O)N2)CCCCC1 (centres undefined)
7 | CCn1c(=O)c2c3c(sc2n2cnnc12)CCC3
-20 | C/C(=N\Nc1ncc(Cl)cc1Cl)c1ccc(S(=O)(=O)NCc2ccco2)cc1
-10 | Nc1[nH]nc2c1NN(c1ccc(Cl)cc1Cl)N2
-2 | COC(=O)[C@H](Cc1ccccc1)NC(=O)NCc1ccc(S(N)(=O)=O)cc1
-3 | CCCOc1ccc(N2C(=O)CC(N(Cc3ccc(OC)cc3)C(=S)Nc3ccccc3)C2=O)cc1 (centres undefined)
-4 | CCOC(=O)C(CCCCCOc1ccccc1[N+](=O)[O-])C(=O)OCC
-2 | O=S(=O)(c1ccccc1)N1CCN(S(=O)(=O)c2ccccc2)C1

Molecules shown so far with a tert-butyl group (two):
ARNT-TACC3 inh | molecule
1 | CC(C)(C)C1CCc2c(C(=O)NNC(=O)CCC(=O)O)csc2C1 (centres undefined)
-2 | CCCCc1ccc(NC(=O)CC(C)(C)C)cc1

(continued)
ARNT-TACC3 inh | molecule
-2 | Cc1cc(C)nc(N=Nc2c(O)n(Cc3ccc(Cl)cc3)c3ccccc23)n1
-5 | Clc1cccc(CNc2nnnn2-c2ccccc2)c1
-2 | Cc1cccc(/C=N/NC(=O)C2CCCNC2=O)c1 (centres undefined)
-3 | O=C(Nc1ccc(Cl)cc1)C1CC(=O)n2c(nc3ccccc32)N1 (centres undefined)
-14 | O=C(COC(=O)c1ccccc1)Nc1ccccc1Sc1ccccc1
6 | O=C1CCCCCN1CSc1nc2ccccc2s1

An excerpt of these results, with bars between the fields:
structure | ARNT-TACC3 inh
O=C(Nc1ccc(Cl)cc1)C1CC(=O)n2c(nc3ccccc32)N1 (centres undefined) | -3
O=C(COC(=O)c1ccccc1)Nc1ccccc1Sc1ccccc1 | -14
